ATXN2 expr inh – inhibitors of ATXN2 expression; hit rate 0.72% among 360,000; Potency, µM (top dose mostly 57 µM), for the others: top-dose activity change, negative = inhibition, hits mostly inhibitors; HEK-293 ATXN2-luciferase reporter, luminescence, 24 h; further: potency means the concentration at half of the fitted maximal effect; on the % scale 0 is the no-effect control and ±100 the full control effect; nearly all actives have a fitted effect of over 55% in size
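ATXN2-luciferase reporter cells (luciferase flanked by upstream and downstream ATXN2 gene portions) were treated 24 h at 37 °C with compounds at up to 57 uM. SteadyGlo luminescence gave expression; GF-AFC fluorescence gave viability.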
HepG2 viability – counter-screen for TGF-b inhibitors: cytotoxicity in HepG2 cells. HepG2 CAGA-GFP viability, ATP luminescence, 18 h. Potency, µM (series often up to 46.1 µM), inactives show top-dose activity change, negative = cytotoxicity, usual class: cytotoxic. hit rate 0.76% among 410,000; further: potency means the concentration at half of the fitted maximal effect; some results filed as inactive show a strong effect at the top dose
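HepG2 CAGA-GFP cells (1000/well, DMEM with 1% FBS) received compound, then TGF-beta at 500 pg/mL final, and were incubated 18 hours at 37 degrees C. Viability was read by CellTiter-Glo luminescence. Media-only wells were set as complete cell-killing and DMSO as no toxicity.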
TGFb inhibitor – blocks TGF-b signaling | Potency, µM (series often up to 46.1 µM), for inactives: top-dose activity, negative = inhibition, actives largely listed as inhibitors | hit rate 1.2% among 410,000 | HepG2 CAGA-GFP TGF-b/SMAD3 reporter, GFP fluorescence, 18 h; TGF-beta stimulated, 500 pg/mL final; further: potency means the concentration at half of the fitted maximal effect; on the % scale 0 is the no-effect control and ±100 the full control effect; nearly all actives have a fitted effect of over 65% in size
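Smad-responsive CAGA-GFP expression was quantified in HEPG2 cells exposed to compounds and 500 pg/mL final TGF-beta for 18 h at 37 degrees C; unstimulated wells defined full inhibition.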
Nrf2 inh – blocks Nrf2 signaling. AID 504444. A549 ARE-Fluc reporter, luciferase luminescence, 18-24 h. Potency, µM (top dose mostly 46 µM), inactives show top-dose activity change, negative = inhibition, most hits filed as inhibitors. hit rate 2.1% among 360,000; further: potency means the concentration at half of the fitted maximal effect; on the % scale 0 is the no-effect control and ±100 the full control effect; nearly all actives have a fitted effect of over 60% in size
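Quantitative HTS in A549 cells stably bearing an antioxidant response element-firefly luciferase construct. Inhibition of Nrf2-driven transcription was scored by luminescence after 18-24 h of compound exposure at 37 °C.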
IL1B secr inh – inhibitors of inflammasome signaling (IL-1 beta secretion). THP-1 LPS/ATP IL-1B secretion, AlphaLISA, 16 h; hits give low values. activity change, % at 57.5 µM. hit rate 4.7% among 360,000; in the data active means activity change below about -50%; inconclusive means mostly about -30% to -49%; further: on the % scale 0 is the no-effect control and ±100 the full control effect
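THP-1 cells pretreated 1 hr with compounds (up to 57.5 uM final), then stimulated with LPS (250 ng/mL final) plus ATP (1.25 mM final); secreted IL-1B measured by AlphaLISA after 16 hr, decreased signal indicating inhibition.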
A549 viability – counter-screen for Nrf2 inhibitors: cytotoxicity in A549 cells | Potency, µM (top dose mostly 46 µM), for the others: at the highest dose activity change, negative = cytotoxicity, actives largely listed as inhibitors | hit rate 0.16% among 390,000 | A549 ARE-Fluc cells, CellTiter-Fluor viability, 18-24 h; further: potency means the concentration at half of the fitted maximal effect; on the % scale 0 is the no-effect control and ±100 the full control effect
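A549 ARE-Fluc cells in 5% FBS OPTI-MEM, 5000 cells/well, rested 2 h then exposed to compounds in concentration-response for 18-24 h at 37 °C. Viability by CellTiter-Fluor fluorescence (Ex 405/Em 525) after 30 min; luciferase luminescence (BugLite, 15 min, RT) read afterwards.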
S2 tox – cell viability loss in ATXN counter-screen; S2 cells (HEK-293 line with an ATXN2-luciferase reporter) viability, CellTiter-Fluor protease fluorescence, 24 h; Potency, µM (top dose mostly 56.7 µM), usual class: cytotoxic; hit rate 0.49% among 400,000; further: potency means the concentration at half of the fitted maximal effect; nearly all actives have a fitted effect of over 40% in size
MCF10A rereplic – inducers of DNA re-replication in MCF 10A breast cells; MCF 10A DNA re-replication, Hoechst nuclear intensity, 48 h; Potency, µM (titrated, usually from 46.1 µM), for the others: at the top dose activity, positive = re-replication, hits mostly activators; hit rate 2.9% among 350,000; AID 624296; further: potency means the concentration at half of the fitted maximal effect; % of control where 0% means no effect; nearly all actives have a fitted effect of over 50% in size
Nrf2 activator – activates Nrf2 signaling; AREc32 ARE-luciferase reporter (MCF7-derived line), luminescence, 24 h; Potency, µM (series often up to 46.1 µM), inactives show at the top dose activation, usual class: activators; hit rate 0.31% among 410,000; AID 624171; further: potency means the concentration at half of the fitted maximal effect; % of control where 0% means no effect; nearly all actives have a fitted effect of over 65% in size
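AREc32 cells carrying an ARE-driven firefly luciferase, 1000 cells/well in OPTI-MEM with 5% FBS, dosed after overnight attachment and incubated 24 hr at 37 deg C. Steady-Glo luminescence read after 30 min at RT.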
The depositor's hits bear a star; i = inactive; ? = inconclusive; / = no result given; ! = a repeat was not active; [ ] = another dose, or the depositor's remark. Unless noted, the call rests on the fitted dose curve; in most records, active means well fitted curve in the direction sought with a large enough effect; inconclusive means small, poorly fitted or top-dose-only effect, or another doubt; inactive means no such curve, though single readings can be large; an effect the other way counts as inactive or inconclusive.

SMILES	ATXN2 expr inh	HepG2 viability	TGFb inhibitor	Nrf2 inh	IL1B secr inh	A549 viability	S2 tox	MCF10A rereplic	Nrf2 activator
CCCn1nnnc1SCC(=O)N1CCOCC1	3%	0%	5%	-4%	8	-4%	i	8%	-0.3%
CC(C)CC1C(=O)N(Cc2cn(Cc3ccco3)nn2)CCS(=O)(=O)N1Cc1ccc(-c2ccccc2)cc1 (stereo unspecified)	?	-39%	?	/	?	/	?	/	-3.0%
CCc1ccccc1Nc1ncnc2ccccc12	-7%	3%	-6%	?	31	11%	i	8%	3.1%
CC(C)c1ccc(CNCc2ccccc2)cc1	9%	-23%	-2%	7%	-51*	2%	i	-5%	0.6%
N#Cc1c(N)nc2c(c1-c1cccs1)CCCC2	/	0%	27%	5%	15	14%	i	28%	2.9%
Cc1ccccc1C(=O)NCCn1cc(SCC(=O)NCC2CCCO2)c2ccccc21 (stereo unspecified)	-5%	6%	1%	-5%	-10	2%	i	4%	2.5%
Cn1nc(-c2ccccc2)c(CO)c1Oc1ccc(F)cc1	-2%[11.3 µM]	0%	2%	?	25	7%	i	21µM*	3.3%
Cc1cc(C)nc(-n2nc(C)c(C3(O)C(=O)Nc4ccccc43)c2N)n1 (stereo unspecified)	5%	-20%	3%	0%	15	2%	i	3%	0.6%
CCOC(=O)c1c(N)sc(C(=O)OC)c1C	/	-15%	-7%	?	-15	21%	i	9%	4.1%
Cc1ccc(N(CC(=O)NCC(C)c2ccccc2)S(=O)(=O)N(C)C)cc1 (stereo unspecified)	-4%	-24%	-3%	/	/	3%	i	/	-0.2%
Cc1noc(C)c1NC(=O)N(C)C[C@H]1OCc2cnnn2CCCC(=O)N([C@H](C)CO)C[C@@H]1C	8%	6%	3%	/	1	/	i	/	-0.4%
CC1=CC2=NC(=O)/C(=C\c3cccn3CCOc3ccc(C)c(C)c3)C(=N)N2O1	5%	-2%	0%	-4%	-60*	?	i	-2%	4.7%
COCc1cc(=O)[nH]c(Nc2nc(C)c3ccccc3n2)n1	107%[activator]	0%	1%	?	-65*	/	i	?	0.2%
Cc1ccc(C(=O)NCC(=O)N2CCC3(CC2)NCCc2[nH]cnc23)cc1C	3%	0%	13%	8%	-9	0%	i	?	0.2%
Cc1nc2ccccc2c(=O)n1NC(=O)C1CCCCC1	-12%	-3%	0%	10%	24	1%	i	-14%	0.2%
COc1ccc(/C=N/n2cnnc2)cc1Cn1nc(C)c([N+](=O)[O-])c1C	/	1%	-13%	-4%	31	-1%	?	-5%	0.4%
Cc1ccc(S(=O)(=O)N2CCN(c3nc(-c4ccc(CN5CCNCC5)s4)nc4ccccc34)CC2)cc1	/	-98%	?	21%	/	2%	/	/	/
Cc1ccccc1Nc1nc(N)nc(CSc2n[nH]c(N)n2)n1	20%	1%	-3%	2%	13	0%	i	-3%	-0.1%
COc1ccc2c(c1)cc(C(=O)N[C@H](C(=O)N1CCC(C(=O)O)CC1)C(C)C)n2C	6%	5%	0%	-13%	14	-2%	i	10%	0.1%
CCn1cc([N+](=O)[O-])c(C(=O)N2N=C(c3ccc4ccccc4c3)CC2c2cc(Br)ccc2O)n1 (stereo unspecified)	?	-56%	20µM*	?	?	?	i	?	0.2%
CN(C)c1ccc(CNC(=O)CCn2cccn2)cc1	16%	-3%	-25%	?	/	-1%	i	/	-0.3%
CCc1ccc(NC(=O)CCCN2C(=O)C3CC=CCC3C2=O)cc1 (stereo unspecified)	48%[activator]	-26%	-25%	?	2	-1%	i	-2%	2.6%
COc1cccc(-c2noc(COc3ccccc3Cl)n2)c1	77%[activator]	-8%	16%	?	/	9%	i	/	7.8%
COc1ccc(C(C)=O)cc1Cn1c(C)c(C(=O)NCc2ccc(C(C)C)cc2)sc1=O	0%	-20%	?	/	26	/	i	/	4.6%
Cc1nc(-[n+]2nc(-c3ccncc3)nn2-c2ccccc2)sc1C	?	-68%	-14%	/	?	/	14µM*	/	-0.6%
CC1CCCCN1CCCNC(=O)c1cc(Br)c(Br)[nH]1 (stereo unspecified)	-4%	2%	-2%	0%	-28	1%	i	8%	3.1%
Cc1ccc(-c2nnn(CC(=O)N(Cc3ccco3)C(C(=O)NC3CCCC3)c3cccs3)n2)o1 (stereo unspecified)	-8%	-38%	0%	4%	-9	-1%	i	?	-0.6%
CCOC(=O)C1=CCN(S(=O)(=O)c2ccc(C)cc2)C1c1cccc(Cl)c1 (stereo unspecified)	?	-32%	10µM*	/	-30	/	i	/	9.2%
Cc1nn2c(=O)cc(COC(=O)c3ccc(NC(=O)c4cccc(Br)c4)cc3)nc2s1	/	-31%	-1%	/	/	0%	/	/	2.3%
CCOC(=O)N1CCN(C(=O)COc2cccc3c2CCN(Cc2ccccc2F)C3=O)CC1	-1%	-23%	?	-25%	-5	2%	i	12%	-0.1%
COc1ccccc1NC(=O)CCc1nnc2ccc(N3CCN(C)CC3)nn12	-1%	10%	0%	10%	-8	3%	i	0%	-0.4%
CCN(CC)C(=O)CSc1nnc(-c2ccccc2)o1	8%	7%	2%	?	-2	-3%	i	5.2µM*	0.1%
COc1ccc(-n2c(C)nc3cc(C(=O)NCc4ccc5c(c4)OCO5)ccc32)cc1	-2%	2%	-1%	-10%	-20	-5%	i	1%	-0.5%
CCSc1nnc(NC(=O)CSc2nnc(CNC(=O)c3ccccc3F)o2)s1	-22%	-9%	-24%	0%	0	3%	i	12%	-0.6%[9.22 µM]
Cc1ccc(-c2noc(CCC(=O)NC3CCN(Cc4ccccc4)CC3)n2)cc1	-18%	-22%	4%	/	?	-3%	i	5%	0.5%
C/C=C(/C(=C/C)c1ccc(O)cc1)c1ccc(O)cc1	?	-96%	?	3%	35	-1%	?	4.6µM*!	1.1%
Cc1cc(C)c2nc(C(F)(F)F)c(C#N)c(N)c2c1	17%	-17%	3%	?	35	-20%	i	?	-0.4%
CCN(CC)CC(O)CCCCCCCCC(=O)OC (stereo unspecified)	-10%	15%	20%	0%	-2	2%	i	2%	0.3%
COc1cc2ccccc2cc1C(=O)O	0%	-11%	0%	7%	13	2%	i	6%	2.8%
CCCn1c2ccccc2c2cnn(CC(=O)N(Cc3ccccc3)C(C)C)c(=O)c21	-23%	-1%	-3%	19%	/	-2%	i	/	5.3%

Part of the list above, with two lines to a compound.
Each structure is followed by: ATXN2 expr inh | HepG2 viability | TGFb inhibitor | Nrf2 inh | IL1B secr inh | A549 viability | S2 tox | MCF10A rereplic | Nrf2 activator
- Cc1ccc(-c2nnn(CC(=O)N(Cc3ccco3)C(C(=O)NC3CCCC3)c3cccs3)n2)o1 (stereo unspecified)
    -8% | -38% | 0% | 4% | -9 | -1% | i | ? | -0.6%
- CCOC(=O)C1=CCN(S(=O)(=O)c2ccc(C)cc2)C1c1cccc(Cl)c1 (stereo unspecified)
    ? | -32% | 10µM* | / | -30 | / | i | / | 9.2%
- Cc1nn2c(=O)cc(COC(=O)c3ccc(NC(=O)c4cccc(Br)c4)cc3)nc2s1
    / | -31% | -1% | / | / | 0% | / | / | 2.3%
- CCOC(=O)N1CCN(C(=O)COc2cccc3c2CCN(Cc2ccccc2F)C3=O)CC1
    -1% | -23% | ? | -25% | -5 | 2% | i | 12% | -0.1%
- COc1ccccc1NC(=O)CCc1nnc2ccc(N3CCN(C)CC3)nn12
    -1% | 10% | 0% | 10% | -8 | 3% | i | 0% | -0.4%
- CCN(CC)C(=O)CSc1nnc(-c2ccccc2)o1
    8% | 7% | 2% | ? | -2 | -3% | i | 5.2µM* | 0.1%
- COc1ccc(-n2c(C)nc3cc(C(=O)NCc4ccc5c(c4)OCO5)ccc32)cc1
    -2% | 2% | -1% | -10% | -20 | -5% | i | 1% | -0.5%
- CCSc1nnc(NC(=O)CSc2nnc(CNC(=O)c3ccccc3F)o2)s1
    -22% | -9% | -24% | 0% | 0 | 3% | i | 12% | -0.6%[9.22 µM]
- Cc1ccc(-c2noc(CCC(=O)NC3CCN(Cc4ccccc4)CC3)n2)cc1
    -18% | -22% | 4% | / | ? | -3% | i | 5% | 0.5%
- C/C=C(/C(=C/C)c1ccc(O)cc1)c1ccc(O)cc1
    ? | -96% | ? | 3% | 35 | -1% | ? | 4.6µM*! | 1.1%
- Cc1cc(C)c2nc(C(F)(F)F)c(C#N)c(N)c2c1
    17% | -17% | 3% | ? | 35 | -20% | i | ? | -0.4%
- CCN(CC)CC(O)CCCCCCCCC(=O)OC (stereo unspecified)
    -10% | 15% | 20% | 0% | -2 | 2% | i | 2% | 0.3%
- COc1cc2ccccc2cc1C(=O)O
    0% | -11% | 0% | 7% | 13 | 2% | i | 6% | 2.8%
- CCCn1c2ccccc2c2cnn(CC(=O)N(Cc3ccccc3)C(C)C)c(=O)c21
    -23% | -1% | -3% | 19% | / | -2% | i | / | 5.3%

Next compounds:
SMILES	ATXN2 expr inh	HepG2 viability	TGFb inhibitor	Nrf2 inh	IL1B secr inh	A549 viability	S2 tox	MCF10A rereplic	Nrf2 activator
Cc1ccc(NC(=O)COC(=O)C2C3CC4OC(=O)C2C4C3)cc1 (stereo unspecified)	27%	-5%	-25%	23%	11	-6%	i	-2%	0.2%
COc1ccc(C(=O)N(Cc2ccccc2)Cc2cc3cc4c(cc3[nH]c2=O)OCCO4)cc1	-25%	-23%	32%	/	13	-3%	?	?	-0.4%
COc1ccc(NC(=O)CN(C)CC(=O)Nc2ccccc2SC)cc1Cl	-8%	-19%	-9%	1%	-1	0%	i	0%	2.3%
CCCCn1nnnc1C(c1ccccc1)N1CCN(c2ccccc2OC)CC1 (stereo unspecified)	7%	/	/	/	-2	/	i	/	-0.5%
CCOC(=O)c1sc(NC(C)=O)cc1C	4%	-23%	-3%	0%	-20	8%	i	-2%	1.3%

High-throughput results (PubChem BioAssay)

Compounds as they come, and some 8.8% of all compounds hit somewhere here.
